Compound activity deposited in PubChem BioAssay by National Center for Advancing Translational Sciences (NCATS).
L3MBTL1 block = inhibitors of human L3MBTL1 | Q9Y468 | AlphaScreen L3MBTL1–H3K9me1 peptide binding | Potency, µM (doses to about 57.1 µM), for the others: top-dose activity, negative = inhibition, actives largely listed as inhibitors | 0.66% of 230,000 active | AID 485360; active = well fitted inhibition curve with a large enough effect; note: nearly all actives have a fitted effect of over 60% in size
Target sequence (Q9Y468 whole entry, looked up): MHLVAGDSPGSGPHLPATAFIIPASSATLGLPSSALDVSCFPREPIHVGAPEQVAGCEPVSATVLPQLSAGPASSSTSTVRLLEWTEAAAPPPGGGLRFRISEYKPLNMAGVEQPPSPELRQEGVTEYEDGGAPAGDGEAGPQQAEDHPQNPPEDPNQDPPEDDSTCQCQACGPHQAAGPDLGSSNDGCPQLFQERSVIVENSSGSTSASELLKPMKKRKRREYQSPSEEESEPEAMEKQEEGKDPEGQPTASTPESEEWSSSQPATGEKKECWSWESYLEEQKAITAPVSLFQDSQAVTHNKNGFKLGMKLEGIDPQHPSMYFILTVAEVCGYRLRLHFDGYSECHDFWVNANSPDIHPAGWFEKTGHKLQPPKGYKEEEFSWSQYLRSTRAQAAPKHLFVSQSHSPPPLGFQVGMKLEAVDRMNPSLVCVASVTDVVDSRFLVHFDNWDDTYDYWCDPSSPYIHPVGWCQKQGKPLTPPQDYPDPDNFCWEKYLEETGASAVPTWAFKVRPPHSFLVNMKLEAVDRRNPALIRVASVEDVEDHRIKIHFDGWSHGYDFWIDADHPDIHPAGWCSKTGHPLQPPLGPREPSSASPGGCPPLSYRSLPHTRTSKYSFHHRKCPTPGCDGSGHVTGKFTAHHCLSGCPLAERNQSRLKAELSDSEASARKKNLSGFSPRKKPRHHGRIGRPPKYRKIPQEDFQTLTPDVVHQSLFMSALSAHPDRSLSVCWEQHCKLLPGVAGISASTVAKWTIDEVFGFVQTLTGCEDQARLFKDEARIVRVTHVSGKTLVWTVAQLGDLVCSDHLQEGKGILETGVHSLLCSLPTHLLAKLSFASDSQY
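L3MBTL1 50 nM + b-AHA-H3(1-15)K9me1 75 nM, 30 min RT; compound added, 30 min RT; streptavidin donor/Ni-chelate acceptor beads 10 ug/mL each final, 30 min RT dark; AlphaScreen read.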
The depositor's hits bear a star; [ ] = another dose, or the depositor's remark. % is set by controls: 0 for no effect and ±100 for the full control effect; potency is the fitted concentration of half-maximal effect. Only part of the results is shown (hit frequency here may not be typical).

SMILES	L3MBTL1 block
O=C(CN1C(=O)NC2(CCCCC2)C1=O)NCCCSc1ccccc1	-3.8%
C[C@@H]1CN([C@H](C)CO)C(=O)c2cc(NC(=O)Nc3ccc(C(F)(F)F)cc3)ccc2O[C@H]1CN(C)S(=O)(=O)c1cccs1	-2.9%
CN(CC(=O)Nc1ccccc1Cl)C(=O)COC(=O)C1CCN(c2ccc(C(F)(F)F)cn2)CC1	-5.3%
Cc1ccc(S(=O)(=O)N2CCCCC2)cc1C(=O)N(C)CC(=O)Nc1cccc(F)c1	-6.6%
CC(=O)N(c1nnc(-c2cccc(C)c2)s1)C1CCCC1	9.4%
Cc1cc(NC(=O)CN2C(=O)N(C)C3(CCCCC3)C2=O)ccc1Br	1.9%
NC(=O)c1ccsc1NC(=O)CS(=O)(=O)c1ccccc1	0.6%
Cc1ccc(CN2CC(=O)N3[C@H]4c5cc(Cl)ccc5OC[C@@H]4[C@H](c4ccccc4)[C@]3(C)C2=O)cc1	-5.7%
N#CCCN(C(=O)COC(=O)CNC(=O)c1ccc(-c2ccccc2)cc1)c1ccc(F)cc1	-12.0%
CN(CC(=O)NCc1ccccc1Cl)CC(=O)Nc1ccccc1Br	8.5%
CCN(CC)C(=O)c1cccc(NC(=O)CCc2nc3sc4c(c3c(=O)[nH]2)CCCC4)c1	-3.8%
Cc1sc2ncnc(SCC(=O)N3CCOCC3)c2c1C	-5.6%
CCCCCCSc1ccc([C@H]2N[C@@](CC(C)C)(C(=O)OC)[C@H]3C(=O)N(C)C(=O)[C@@H]23)cc1	2.0%
COc1ccc2oc(C(=O)OC(C)C(=O)NC3(C#N)CCCCC3)c(C)c2c1 (centres undefined)	0.8%
O=C(NCc1ccc2c(c1)OCO2)c1ccc(Br)cc1	10.0%
CCCN(C(=O)c1cnccn1)c1c(N)n(Cc2ccccc2)c(=O)[nH]c1=O	0.3%
COc1ccc(C(=O)COC(=O)c2cncc(Br)c2)cc1	11.2%
Cc1ccc(NC(=O)C2CC(=O)N(CCc3ccccc3)C2)cc1Cl (centres undefined)	3.7%
CC1CCN(C(=O)COC(=O)c2cccc(S(=O)(=O)N(C)c3ccccc3)c2)CC1	0.3%
c1ccc(CCC2Cc3ccccc3N2)cc1 (centres undefined)	-2.5%
CCOc1ccccc1OCC(=O)OCc1csc(CC(=O)Nc2ccccc2C)n1	-17.4%
COc1ccc(NC(=O)c2ccc3ccccc3c2)cc1	-3.9%[2.29 µM]
COc1cccc(NC(=O)COC(=O)c2ccccc2C(=O)N(C)c2ccccc2)c1	9.9%
C=CCC[C@@H](Cc1ccc(F)cc1)C(=O)OC[C@H](Cc1c[nH]c2ccccc12)NC(=O)[C@H](CC=C)CC(=O)N(CCO)Cc1ccccc1	-14.4%
O=C1CN(C(=O)COC(=O)CCS(=O)(=O)c2ccccc2Cl)c2ccccc2N1	-8.7%
The list goes on.
SMILES	L3MBTL1 block
CCc1cccc(NC(=O)C2CCCN2S(=O)(=O)c2ccc3c(c2)CC(C)N3C(C)=O)c1 (centres undefined)	10.5%
Cc1ccc2c(c1)N(C(=O)CCC(=O)N1CCN(c3ccccc3)CC1)CCO2	1.0%
Cc1c(Cl)ccc2sc(N3CCN(C(=O)C4=COCCO4)CC3)nc12	6.3%
COc1cc(C(=O)OCCNC(=O)c2cccnc2)cc(OC)c1OC	6.0%
O=C(NCc1ccccn1)c1cc(S(=O)(=O)N2CCCCC2)ccc1Cl	-10.4%
CCOc1cc(/C=N/NC(=O)c2ccccc2OCc2ccc(F)cc2)ccc1O	-1.2%
Cc1csc2nc(O)c(C(=O)NC3CCCCC3C)c(=O)n12 (centres undefined)	-4.0%
Cc1ccc(C(=O)COc2cc(O)c3c(=O)cc(-c4ccccc4)oc3c2)cc1	7.1%
O=Cc1c(NCCCN2CCCC2=O)c2ccccc2[nH]c1=O	-2.1%
c1ccc(CCCCN2C(Nc3ccccc3)=NC[C@@H]2Cc2ccccc2)cc1	-12.7%
COc1ccc(-c2cn(CCN)c(-c3ccncc3)n2)cc1	4.4%
CC(=O)c1cccc(NC(=O)C2=CN3CCS(=O)(=O)N=C3C=C2)c1	-3.2%
Cc1ccc(NC(=O)CN2C(=O)C(=O)N(C3CCCC3)C2=O)cc1Cl	-2.2%
CNC(=O)/C(=C\c1ccco1)NC(=O)c1ccco1	-5.2%
COc1ccccc1CCNC(=O)CN1C(=O)NC2(CCCC2)C1=O	6.8%
N=c1oc2ccc([N+](=O)[O-])cc2cc1C(=O)NCc1ccccc1	-0.1%
CN(C(=O)COC(=O)c1ccc(F)c(S(=O)(=O)N2CCOCC2)c1)C1CCS(=O)(=O)C1 (centres undefined)	-7.5%
CCOc1ncccc1C(=O)NNC(=O)c1csc(N2CCOCC2)n1	-3.9%
CCOC(=O)N1CCN(S(=O)(=O)CCNC(=O)c2cccc(OC)c2)CC1	0.3%
CC(C)CNC(=O)/C=C/C=C/c1ccc2c(c1)OCO2	-2.3%
O=C1NC(Cc2ccccc2)c2nc3cc(Cl)ccc3c(=O)n2-c2ccccc21 (centres undefined)	-4.2%
CC(OC(=O)CNS(=O)(=O)c1ccc(C#N)cc1)C(=O)Nc1cccc(C#N)c1 (centres undefined)	7.9%
C#CCOc1c(/C=C\c2nc(O)c([N+](=O)[O-])c(=O)[nH]2)cc(Br)cc1OC	-1.1%
Cc1nc(SCC(=O)NC2CCCCC2C)c(C#N)c(C)c1C (centres undefined)	6.4%
O=C(NCc1cc(C(F)(F)F)ccc1Cl)c1cccc2c1C(=O)c1ccc(N3CCOCC3)cc1S2(=O)=O	-10.2%

Four structures from above, sorted by number of heavy atoms, highest first:
SMILES	L3MBTL1 block
CC(OC(=O)CNS(=O)(=O)c1ccc(C#N)cc1)C(=O)Nc1cccc(C#N)c1 (centres undefined)	7.9%
CCOC(=O)N1CCN(S(=O)(=O)CCNC(=O)c2cccc(OC)c2)CC1	0.3%
O=C(NCc1ccccn1)c1cc(S(=O)(=O)N2CCCCC2)ccc1Cl	-10.4%
N=c1oc2ccc([N+](=O)[O-])cc2cc1C(=O)NCc1ccccc1	-0.1%

Returning to the listing, repeating the three entries before the break.
SMILES	L3MBTL1 block
C#CCOc1c(/C=C\c2nc(O)c([N+](=O)[O-])c(=O)[nH]2)cc(Br)cc1OC	-1.1%
Cc1nc(SCC(=O)NC2CCCCC2C)c(C#N)c(C)c1C (centres undefined)	6.4%
O=C(NCc1cc(C(F)(F)F)ccc1Cl)c1cccc2c1C(=O)c1ccc(N3CCOCC3)cc1S2(=O)=O	-10.2%
Cc1ccc(C(=O)OCC(=O)N(C)C2CCS(=O)(=O)C2)cc1S(=O)(=O)N1CCOCC1 (centres undefined)	1.9%
Cc1oc(-c2ccccc2Cl)nc1CS(=O)(=O)CC(=O)NCCN1CCOCC1	2.2%
CN(c1ccc(F)cc1)S(=O)(=O)c1ccc(Cl)c(C(=O)Nc2ccncc2)c1	-7.9%
CC(=O)c1ccc(OC(=O)COc2ccccc2Cl)cc1	11.6%
COc1ccc(C(CNC(=O)CSc2ccccc2F)N2CCOCC2)cc1 (centres undefined)	-2.4%
O=C(Cn1c(NCCCO)nc2ccccc21)c1ccc([N+](=O)[O-])cc1	7.4%
Cc1cc(C)cc(NC(=O)c2cccc(NC3=NC4CS(=O)(=O)CC4S3)c2)c1 (centres undefined)	11.6%
CCCC1(C(=O)OCC)NC(c2ccc(O)cc2)C2C(=O)N(c3cccc(C(C)=O)c3)C(=O)C21 (centres undefined)	1.7%
CC1(C)Cc2cccc(OCC(=O)N3CCN(c4cccc(C(F)(F)F)c4)CC3)c2O1	5.2%
O=C1C=C(c2ccc3c(c2)OCO3)C[C@@H](c2ccc3c(c2)OCO3)C1	-8.6%
O=C(CN(c1ccccc1)S(=O)(=O)c1ccc(F)cc1)NCc1cccs1	1.5%
COc1ccc(-c2ccc(NCCN3CCOCC3)nn2)cc1OC	9.2%
COc1cccc(C(=O)OCC(=O)c2ccc(S(=O)(=O)N3CCCCC3)cc2)c1OC	6.0%
CCc1cc2c(SCC(=O)NC3CC3)ncnc2s1	2.7%
CC1CCCCC12NC(=O)N(CC(=O)OCc1cccc(F)c1)C2=O (centres undefined)	-0.2%
Cc1noc(C)c1NC(=O)N(C)C[C@H]1Oc2c(NC(=O)Nc3ccc4c(c3)OCO4)cccc2C(=O)N([C@H](C)CO)C[C@@H]1C	-2.6%
Cc1nnnn1/C(=C\c1ccccc1)C(=O)OCC(=O)Nc1ccc(Cl)cc1F	4.5%
O=C(NCC1CC1)c1onc(CSc2ccc(F)c(F)c2)c1C(=O)NCC1CC1	21.9%
CCCNC(=O)c1ccccc1NC(=O)c1ccc2c(=O)n3c(nc2c1)CCC3	-1.4%
O=C(COC(=O)Cn1cnc2ccccc2c1=O)Nc1ccccc1OC(F)F	-2.1%
O=C(NCC1CCCCC1)c1cc(S(=O)(=O)N2CCOCC2)ccc1F	1.8%
O=C(Cc1ccc(Cl)cc1)OCC(=O)N1CCCCCC1	-4.1%
O=C(COC(=O)c1n[nH]c2ccccc12)NC1CCCCC1	-2.2%
COCCn1c(N)c(N(Cc2ccccc2)C(=O)COc2ccccc2F)c(=O)[nH]c1=O	9.6%
CC1CC(C)CN(C(=O)COC(=O)CNC(=O)C23CC4CC(CC(C4)C2)C3)C1 (centres undefined)	9.4%
(further entries)
SMILES	L3MBTL1 block
COc1ccc(S(=O)(=O)NCCc2ccncc2)cc1	3.3%[2.29 µM]
C#CCOCCOCCOCCNc1nc(N2CCN(C(=O)CCCCCCCCCCNC(=O)Cn3cc(C[C@@H](C)O)nn3)CC2)nc(N2CCN(C(=O)CCCCCCCCCCNC(=O)[C@@H](CCSC)n3cc(CCO)nn3)CC2)n1	2.2%
CCN(CC)C(=O)c1nc[nH]c1C(=O)N1CCc2ccccc2C1	4.1%
CC1CCc2c(sc(NC(=O)COC(=O)c3ccc(NC(=O)CC#N)cc3)c2C#N)C1 (centres undefined)	-8.1%
COCCCNC(=O)C(=O)Nc1ccc2c(c1)N(S(=O)(=O)c1cccs1)CCC2	-10.4%
CC(=O)CCc1ccc(OCCCOc2cccc3cccnc23)cc1	-2.4%
O=C(COc1ccc(Cl)cc1)N(Cc1cccs1)C1CCS(=O)(=O)C1 (centres undefined)	2.9%
NC(=O)c1ccc(NC(=O)CN2CCOCC2)cc1	-6.5%
CCOC(=O)c1c(NC(=O)COC(=O)c2nc(Cl)ccc2Cl)sc(C(=O)NC)c1C	-0.1%
O=C(c1cccc(S(=O)(=O)N2CCc3ccccc32)c1)N1CCc2ccccc2C1	-2.3%
CC(C)(OC(=O)c1ccc(F)cc1)c1cc2ccccc2c(=O)o1	21.6%
O=C(CSc1nc2ccccc2c(=O)n1-c1ccc(OC(F)F)cc1)NC1CC1	-0.7%
COc1ccc(OC)c(-c2csc(NC(=O)c3ccc(F)cc3)n2)c1	-2.0%
COc1ccc(C(=O)CC(=O)c2ccc(OC)cc2)cc1	9.0%
CC(C)(C)N1CC(C(=O)Nc2cccc(Cl)c2Cl)CC1=O (centres undefined)	2.6%
O=C(CCNC(=O)c1ccc(Br)cc1)Nc1ccccc1N1CCCCC1	2.0%
C=CCn1c(NCc2ccc(OC)cc2O)nc2ccccc21	5.3%
O=C(COC(=O)COc1ccccc1F)Nc1cccc(S(=O)(=O)N2CCCCC2)c1	-6.2%
O=C(COC(=O)/C=C/c1ccc(S(=O)(=O)N2CCOCC2)cc1)Nc1ccccc1F	1.4%
O[C@@H]1CN(Cc2ccc(-n3cccn3)cc2)CC[C@H]1N1CCN(c2ccccc2F)CC1	-4.7%
Cc1ccc(NC(=O)CSc2ccccc2)cc1S(=O)(=O)N1CCCCC1	6.9%
C[C@@H](C(O)c1ccccc1)N(C)C(=O)CCc1ccccc1 (some centres undefined)	0.7%
Cc1ccc(/C(O)=C2\C(=O)C(=O)N(C)C2c2ccc([N+](=O)[O-])cc2)cc1 (centres undefined)	-1.1%[2.29 µM]
Cc1csc(=O)n1CC(=O)Nc1ccc(S(C)(=O)=O)cc1	-8.8%
Cc1ccc(NC(=O)c2cc(C)nc3ccccc23)c(C)c1	-6.6%[2.29 µM]
Further records.
SMILES	L3MBTL1 block
C=CCc1ccc(OCC(O)CN2CCc3ccccc3C2)c(OC)c1 (centres undefined)	-3.9%
O=C1OC(CC(=O)N(Cc2nnc(-c3ccc(Cl)cc3)o2)C2CC2)c2ccccc21 (centres undefined)	4.3%
Nc1nnnn1/N=C/c1cccc(Br)c1	2.3%
O=C(CCc1nc2ccccc2c(=O)[nH]1)N1CCN(S(=O)(=O)c2ccccc2Br)CC1	-5.2%
COC(=O)c1cc(COC(=O)CNC(=O)c2cccc(C)c2)oc1C	-1.7%
COCCN(C(=O)CSc1cc(C)c2ccccc2n1)c1c(N)n(CC(C)C)c(=O)[nH]c1=O	-7.6%
CN(Cc1ccc(F)cc1)C(=O)c1cccc(S(=O)(=O)N2CCN(c3ccccc3)CC2)c1	-8.7%
O=C(Nc1cccc(NC(=O)c2ccco2)n1)c1ccco1	-3.9%
COc1ccccc1N1CCN(/N=C/c2cccc(Cl)c2)CC1	-12.8%
COc1cc(NC(=O)CCCN2C(=O)NC(C)(C)C2=O)cc(OC)c1	2.4%
O=C(/C=C/c1ccc([N+](=O)[O-])cc1)OCC(=O)c1ccc[nH]1	-3.0%
CC(NC(=O)CN(c1cccc(C(F)(F)F)c1)S(C)(=O)=O)c1ccccc1 (centres undefined)	8.0%
C[C@H](NC(=O)c1nc[nH]c1C(=O)N1CCc2ccccc2C1)c1ccccc1	-6.2%
Cc1nc(NC(=O)COC(=O)CCc2ccccc2)c(Cl)cc1Cl	-0.1%
O=C(NC(=S)Nc1ccccc1OC(F)F)c1ccc2c(c1)OCO2	-0.7%
CN1CCc2c(sc(NC(=O)C3CCN(S(=O)(=O)c4cccs4)CC3)c2C(N)=O)C1	-9.4%
COc1ccc(CCNC(=O)COC(=O)Cc2cccc(F)c2)cc1	4.8%

Another view of part of the listing above:
O=C(/C=C/c1ccc([N+](=O)[O-])cc1)OCC(=O)c1ccc[nH]1
  L3MBTL1 block: -3.0%

CC(NC(=O)CN(c1cccc(C(F)(F)F)c1)S(C)(=O)=O)c1ccccc1 (centres undefined)
  L3MBTL1 block: 8.0%

C[C@H](NC(=O)c1nc[nH]c1C(=O)N1CCc2ccccc2C1)c1ccccc1
  L3MBTL1 block: -6.2%
